# Bcl-B displacement = displacers of TR3 peptide from Bcl-B, primary screen, selectivity assay for Bfl-1 inhibitor project, biochemical, fluorescence polarization. displacement, % at 20 µM, or IC50 in µM where a hit was titrated. Bcl-2-like protein 10 (Homo sapiens). FP displacement of FITC-TR3 peptide from Bcl-B; higher % means a stronger effect. actives 0.11% (n = 96,000);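 active = displacement above 50% at 20 µM plus a fluorescence interference ratio under 1.5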;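 also: plate controls were wells without compound for no effect and wells lacking Bcl-B protein for full effect; a part of the inactive calls stands beside numbers as strong as those of hits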
# IL1B NFkB pot = enhancers of NFkB p65 translocation in HUVEC – imaging, IL-1B stimulus, high-content imaging, primary screen | activation, % at 2 µM | actives 0.3% (n = 94,000) | HUVEC IL-1B NFkB p65 nuclear translocation imaging;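 active = activation above 40%, about the mean plus 3 SD, also judged a hit on visual image review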;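 also: percent activation is computed from the nuclear over cytoplasmic p65 intensity ratio; values of inactives mirror those of a sister screen read the other way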
# NFkB transloc inh = inhibitors of IL-1B driven NFkB p65 nuclear import, primary screen, imaging, HUVEC, IL-1B stimulus, high-content imaging; HUVEC IL-1B NFkB p65 nuclear translocation imaging; inhibition, % at 2 µM; actives 0.43% (n = 94,000); AID 796, 2007;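 active = inhibition above about 30% together with a positive call from visual inspection of the well image, limit read from the data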;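 also: nuclear over cytoplasmic p65 intensity ratio measured by imaging; 0% = IL-1B stimulated DMSO wells and 100% = unstimulated DMSO wells; values of inactives mirror those of a sister screen read the other way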
# MRP reversal = reversal of MRP1-mediated doxorubicin resistance, primary screen, H69AR cells, doxorubicin co-treatment; H69AR cells + 2 uM doxorubicin, CellTiter-Glo, 72 h; differential viability (reversal), % at 10 µM; actives 0.04% (n = 85,000);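 active = viability drop by adding the cancer drug above about 55%, with treated viability meeting a 40% cutoff, limit read from the data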;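 also: viability without doxorubicin minus viability with 2 µM doxorubicin for each compound; larger differential means the compound sensitizes cells more to doxorubicin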
# PLAP inhibition = PLAP enzyme inhibitors, biochemical, luminescence, HTS (AID 690) | Alkaline phosphatase, placental type (Homo sapiens) | purified PLAP, luminescent substrate; higher % means a stronger effect | one-dose inhibition, % at 20 µM; IC50 in µM for titrated hits | actives 0.08% (n = 96,000); in the data active = a potency from the dose series; inactive = the rest, 99 in 100 with inhibition below about 30%; also: strong numbers were not always called active
# MRP reversal cytotoxicity = also measured in MRP reversal; calls as there; viability, %; H69AR cells, CellTiter-Glo, 72 h; measured here: cytotoxicity without doxorubicin
# MRP reversal with doxorubicin = recorded beside MRP reversal, whose call it bears; viability, %; measured here: viability with 2 uM doxorubicin; hits give low values
# NFkB transloc inh cell count 2 µM = recorded beside NFkB transloc inh, whose call it bears; cell count; measured here: cells passing quality filter;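 raw number of nuclei counted in each imaged well without normalization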
# IL1B NFkB pot cell count 2 µM = recorded beside IL1B NFkB pot, whose call it bears; cell count; measured here: cells passing quality filter
# Starred values were filed as active, the others as inactive; · = no result given. Not all compounds are listed, so the mix of outcomes need not match the whole.
SMILES,Bcl-B displacement,IL1B NFkB pot,IL1B NFkB pot cell count 2 µM,NFkB transloc inh,NFkB transloc inh cell count 2 µM,MRP reversal,MRP reversal cytotoxicity,MRP reversal with doxorubicin,PLAP inhibition
O=C(NC12CC3CC(CC(C3)C1)C2)c1ccccc1O,-7%,26,126,-26,126,-1,62,63,-4%
Cc1cccc(C)c1NC(=O)C(c1ccccc1)N1CCC1=O (configuration not stated),-9%,·,·,·,·,·,·,·,-16%
COc1ccc(COC(=O)NC2CCN(S(=O)(=O)c3ccc(OC)cc3)CC2)cc1,0%,9,96,-9,96,·,·,·,15%
O=C1N/C(=C\c2ccc(N3CCOCC3)c(F)c2)C(=O)N1Cc1ccccc1,-31%,3,130,-3,130,·,·,·,6%
Cc1ccc(NC(=O)CSc2nnc(-c3ccncc3)o2)cc1,-17%,6,134,-6,134,19,98,80,-4%
COc1cccc2c(=O)c(SC(F)(F)C(F)C(F)(F)F)c(C)[nH]c12 (configuration not stated),-7%,22,131,-22,131,-39,17,56,2%
COc1ccc(-c2nnn(CC(=O)N3CCN(c4ccccc4OC)CC3)n2)cc1,·,-4,95,4,95,-11,67,79,·
O=C1C2C3C=CC(C3)C2C(=O)N1/N=C/c1cn(Cc2ccccc2)c2ccccc12 (configuration not stated),-7%,-2,153,2,153,·,·,·,·
Cc1ccc(S(=O)(=O)Nc2nc(C)cc(-n3nc(C)cc3C)n2)cc1,-4%,-12,181,12,181,7,86,79,-42%
COc1ccc(S(=O)(=O)NCCN2CCOCC2)c2ccccc12,3%,1,101,-1,101,2,87,85,-46%
CCCC(=O)Nc1ccc2c(c1)C(=O)N(CCC(=O)O)C2=O,-9%,32,147,-32,147,-12,91,103,14%
CC1CCCCC1NC(=O)c1cn(C)c2ccc(S(=O)(=O)N3CCCC3)cc2c1=O (configuration not stated),2%,·,·,·,·,0,74,74,21%
COc1ccc(S(=O)(=O)N2CCCCCC2)cc1,-9%,8,149,-8,149,10,106,96,12%
CC(C)COC(=O)Cn1cnc2ccc(Br)cc2c1=O,3%,-2,130,2,130,8,91,83,6%
COc1ccc(C2CC(=O)C3=C(C2)Nc2ccccc2N(C(C)=O)C3c2ccco2)cc1 (configuration not stated),-2%,-1,115,1,115,-13,89,102,-72%
COc1ccc(NC(=O)CSc2nc3ccccc3c(=O)n2CCCN2CCCCC2)c(OC)c1,-3%,20,67,-20,67,30,66,36,-56%
CC(C)C(=O)Nc1cccc(NC(=O)c2cccc([N+](=O)[O-])c2)c1,3%,16,85,-16,85,·,·,·,-12%
CN(C(=O)COc1cc(=O)n(C)c2ccccc12)c1ccc(Br)cc1,5%,3,58,-2,58,1,86,85,-21%
COc1cccc(NC(=O)c2cc(-c3cccnc3)nc3c(Cl)cccc23)c1,0%,-7,109,7,109,·,·,·,-22%
CCOc1ccc(CCN2C(=O)C3C4C=CC(C4)C3C2=O)cc1OCC (configuration not stated),-4%,18,44,-18,44,-8,93,101,-12%

# Retrieved by structure from the list above:
SMILES,Bcl-B displacement,IL1B NFkB pot,IL1B NFkB pot cell count 2 µM,NFkB transloc inh,NFkB transloc inh cell count 2 µM,MRP reversal,MRP reversal cytotoxicity,MRP reversal with doxorubicin,PLAP inhibition
O=C1C2C3C=CC(C3)C2C(=O)N1/N=C/c1cn(Cc2ccccc2)c2ccccc12 (configuration not stated),-7%,-2,153,2,153,·,·,·,·
Cc1ccc(S(=O)(=O)Nc2nc(C)cc(-n3nc(C)cc3C)n2)cc1,-4%,-12,181,12,181,7,86,79,-42%
CCOc1ccc(CCN2C(=O)C3C4C=CC(C4)C3C2=O)cc1OCC (configuration not stated),-4%,18,44,-18,44,-8,93,101,-12%

# (further entries)
SMILES,Bcl-B displacement,IL1B NFkB pot,IL1B NFkB pot cell count 2 µM,NFkB transloc inh,NFkB transloc inh cell count 2 µM,MRP reversal,MRP reversal cytotoxicity,MRP reversal with doxorubicin,PLAP inhibition
COc1ccc(NC(C)C(=O)N/N=C/c2ccccc2OCc2ccc(Br)cc2)cc1 (configuration not stated),-3%,5,154,-5,154,·,·,·,0%
O=C(NCCN1CCOCC1)c1ccc2ccccc2c1,8%,-8,151,8,151,15,103,88,11%
O=C(CN1C(=O)c2cccnc2C1=O)c1ccccc1,·,0,174,0,174,-19,89,108,·
CC(OC(=O)c1cc[n+]([O-])cc1)C(=O)Nc1ccc(Cl)cn1 (configuration not stated),-4%,·,·,·,·,-15,77,92,-4%
Cc1ccc2c(CN3C(=O)NC4(CCCCC4)C3=O)cc(=O)oc2c1C,-2%,·,·,·,·,4,101,97,-18%
O=C(O/N=C(\c1ccccc1)c1ccccn1)c1ccc(Cl)c(Cl)c1,-1%,8,148,-8,148,·,·,·,-1%
CCc1ccc(-c2nc(C(N)=O)c3[nH]c(=O)n(-c4ccccc4OC)c3n2)cc1,6%,5,131,-5,131,-2,16,18,-7%
Cc1cc(C)nc(NS(=O)(=O)c2ccccc2)n1,8%,-5,119,5,119,-5,98,103,0%
COc1ccc(/C=C2/C(=O)N=C(N)N2C)cc1OC,30%,7,181,-7,181,-13,84,97,-22%
CCCCn1cnc2c([nH]c3ccccc32)c1=O,8%,-8,148,8,148,10,88,78,19%
O=c1[nH]c(=O)n(Cc2ccccc2)c2nc(-c3ccco3)cc(C(F)(F)F)c12,-45%,30,149,-30,149,-19,31,50,-49%
CCOC(=O)c1c(C)oc(/N=C/c2ccccc2O)c1C#N,-15%,21,114,-21,114,3,102,99,6%
NS(=O)(=O)c1cccc2cccnc12,6%,2,88,-2,88,-4,106,110,-6%
Cc1nc(-c2cccc(S(=O)(=O)N3CC(C)CC(C)C3)c2)cs1 (configuration not stated),-10%,28,176,-28,176,11,89,78,-15%
Cc1ccc(NC2=NCC(=O)N2c2ccc3c(c2)OCCO3)c(C)c1,·,-6,135,6,135,0,93,93,·
CCC(=O)Nc1ccc(NC(=O)c2ccccc2Cl)nc1,-3%,1,108,-1,108,-4,95,99,8%
CCOC(=O)C(C)n1cnc2c(nnn2-c2ccc(OC)cc2)c1=O (configuration not stated),-1%,11,123,-11,123,5,90,85,-19%
CC1CCCCN1C(=O)CSc1nc(C2CC2)nc2c1cnn2-c1ccccc1 (configuration not stated),-6%,25,154,-25,154,·,·,·,-44%
NC(=O)c1c(-c2cccs2)csc1N,-4%,5,132,-5,132,-14,77,91,17%
COc1cccc2c1C(=O)CC2NC(=O)C(F)(F)F (configuration not stated),-17%,-9,129,8,129,·,·,·,-16%
O=C(CN1CCOCC1)Nc1ccc(Oc2ccccc2)cc1,-10%,20,117,-20,117,5,100,95,-35%
CCOC(=O)CSc1nc(-c2ccccc2)cc(C(F)(F)F)n1,·,-7,123,7,123,-2,76,78,·
CCCC(=O)Nc1nc2n(n1)C(c1ccccc1)CC(=O)N2 (configuration not stated),-6%,1,160,-1,160,-5,92,97,-11%
CCOC(=O)CSc1nnc(-c2cccc(Cl)c2)n1CC,-4%,11,161,-11,161,-11,94,106,8%
Cc1ccc(-n2c(-c3ccc(Br)cc3)c[n+]3c2CCc2ccc4cccnc4c2-3)cc1,41µM*,-1,171,1,171,2,3,1,9%
CCc1nnc(NC(=O)CCC(=O)N2CCN(CCc3ccccc3)CC2)s1,-2%,·,·,·,·,-4,92,96,-40%
N#CCCNC(=O)CCN1CCOCC1,6%,3,147,-2,147,6,97,91,-1%
Cc1ccc(NC2=CC(=O)CC(c3ccco3)C2)c(N)c1 (configuration not stated),5%,4,105,-4,105,-7,96,103,-27%
COC(=O)c1ccc(CSc2nnc(N)s2)cc1,7%,·,·,·,·,-10,90,99,11%
COCc1[nH]nc2c1C(c1ccc(F)cc1F)C(C#N)=C(N)O2 (configuration not stated),6%,·,·,·,·,3,69,66,16%
CCOC(=O)C(NC(=O)CC)(Nc1ccccc1OC)C(F)(F)F (configuration not stated),6%,3,193,-3,193,·,·,·,-17%
COc1cc(-c2cc3nc(C)c(C)c(=O)n3[nH]2)cc(OC)c1OC,1%,20,191,-20,191,-6,95,101,6%
CCCCCCOc1ccc(N2C(=O)CC(S/C(N)=N/N=C(\C)c3cccs3)C2=O)cc1 (configuration not stated),3%,·,·,·,·,·,·,·,-24%
Cc1ccc(Nc2nc3nonc3[nH]c2=O)cc1C,2%,·,·,·,·,-10,104,113,-39%
CCc1nc(C)c(C#N)c2cc(OC)c(OC)cc12,-2%,12,152,-12,152,-20,77,97,-11%
Cc1nn(-c2nc3ccccc3[nH]2)c(N)c1-c1ccc(Cl)cc1,-5%,2,164,-2,164,-13,57,69,-1%
Cc1cc(C(F)F)n2nc(C(=O)Nc3ccccc3F)nc2n1,-4%,10,161,-10,161,·,·,·,-3%
Cc1ccc2[nH]cc(C(=O)CN3CCC4(CC3)OCCO4)c2c1,·,-6,182,6,182,·,·,·,·
COC(=O)Nc1nc(C)c(C(=O)N(C)C)s1,-4%,6,104,-6,104,4,106,102,9%
c1ccc(Cn2nnnc2C(c2ccccn2)N2CCOCC2)cc1 (configuration not stated),-3%,6,160,-6,160,6,98,92,12%
O=C(CSc1nnc(-c2cccs2)n1Cc1ccco1)c1ccc2c(c1)OCO2,-8%,6,133,-6,133,10,87,77,19%
Cc1nc(N2CCOCC2)nc2c1CCCC2,7%,-2,92,2,92,13,94,81,-21%
CCCC(=O)N1c2ccc(-c3csc(N)n3)cc2CC1C (configuration not stated),-7%,-9,97,9,97,2,95,94,-5%
Cc1ccc2nc(NCc3ccco3)c(C=NCc3ccco3)c(=O)n2c1,16%,·,·,·,·,-3,75,78,-28%
CCOC(=O)c1cccc(-n2c(C)nc3ccccc3c2=O)c1,2%,0,122,0,122,12,87,75,-3%
COc1nc(OC)nc(N2CCC(C(=O)Nc3cccc4c3CCCC4)CC2)n1,5%,27,104,-27,104,-19,62,81,10%
CCN(CC)CCN1C(=O)c2ccccc2NC1c1ccccc1F (configuration not stated),·,11,108,-10,108,3,98,95,·
CC(C)NC(=O)CCS(=O)(=O)c1ccc(Br)s1,-15%,-3,105,3,105,5,94,88,-5%
CC(C)Cn1c(-c2csc3c2CCCC3)n[nH]c1=S,5%,10,173,-10,173,·,·,·,-52%

# Sorted by number of heavy atoms (lowest first): 6 of the compounds above
SMILES,Bcl-B displacement,IL1B NFkB pot,IL1B NFkB pot cell count 2 µM,NFkB transloc inh,NFkB transloc inh cell count 2 µM,MRP reversal,MRP reversal cytotoxicity,MRP reversal with doxorubicin,PLAP inhibition
CCCCn1cnc2c([nH]c3ccccc32)c1=O,8%,-8,148,8,148,10,88,78,19%
COc1ccc(/C=C2/C(=O)N=C(N)N2C)cc1OC,30%,7,181,-7,181,-13,84,97,-22%
CCCC(=O)Nc1nc2n(n1)C(c1ccccc1)CC(=O)N2 (configuration not stated),-6%,1,160,-1,160,-5,92,97,-11%
COc1cc(-c2cc3nc(C)c(C)c(=O)n3[nH]2)cc(OC)c1OC,1%,20,191,-20,191,-6,95,101,6%
Cc1ccc(S(=O)(=O)Nc2nc(C)cc(-n3nc(C)cc3C)n2)cc1,-4%,-12,181,12,181,7,86,79,-42%
COc1cccc(NC(=O)c2cc(-c3cccnc3)nc3c(Cl)cccc23)c1,0%,-7,109,7,109,·,·,·,-22%

# Compound activity deposited in PubChem by several laboratories.
